Source: PubChem
Hck Nef HTS = blocks Nef-activated human Hck kinase; hit rate 0.68% among 220,000; Recombinant Hck-YEEI plus Nef, Z-Lyte FRET kinase assay; inhibition, % at 20 µM; AID 463187;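 active = Hck-Nef kinase inhibition above about 50%, limit read from the data; inactive = inhibition below that limit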;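 also: 0% = DMSO with Hck plus Nef and 100% = Hck alone without Nef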
Target sequence (P08631 whole entry, looked up): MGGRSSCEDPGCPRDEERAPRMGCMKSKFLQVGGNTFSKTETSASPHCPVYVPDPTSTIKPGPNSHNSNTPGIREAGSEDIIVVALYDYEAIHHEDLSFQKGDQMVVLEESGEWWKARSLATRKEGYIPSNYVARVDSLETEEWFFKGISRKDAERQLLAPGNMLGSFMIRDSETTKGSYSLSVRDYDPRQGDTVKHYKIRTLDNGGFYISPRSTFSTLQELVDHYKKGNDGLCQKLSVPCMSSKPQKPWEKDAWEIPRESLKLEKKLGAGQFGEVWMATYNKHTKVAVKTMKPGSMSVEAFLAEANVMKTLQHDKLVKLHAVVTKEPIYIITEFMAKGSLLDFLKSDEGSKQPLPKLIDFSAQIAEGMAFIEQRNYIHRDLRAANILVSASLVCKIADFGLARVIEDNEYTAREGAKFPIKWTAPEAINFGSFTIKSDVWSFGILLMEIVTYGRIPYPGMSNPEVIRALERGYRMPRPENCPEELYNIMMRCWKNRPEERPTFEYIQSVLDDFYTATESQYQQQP
m-calpain inh = blocks pig calpain II enzyme activity; purified calpain II, fluorogenic peptide substrate, 30 min; inhibition, % at 16 µM; hit rate 0.37% among 220,000; AID 1236;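 active = inhibition above about 50%, limit read from the data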
L929 necroptosis = blocks zVAD induced death of L929 cells. viability rescue, % at 10 µM. L929 zVAD necroptosis rescue, ATP luminescence, 24 h; with zVAD 60 µM. hit rate 0.38% among 220,000;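 active = activation, scaled between plate controls, above about 75%, limit read from the data; inactive = activation under that limit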;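 also: 0% = zVAD with DMSO and 100% = DMSO alone without zVAD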
eIF4E-4G inh = inhibitors of eIF4E and eIF4G interaction in translation initiation; P63073+Q04637; TR-FRET eIF4E-eIF4GI(517-606) binding, 2 h; inhibition, % at 21.7 µM; hit rate 0.37% among 220,000;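 active = inhibition above about 30%, limit read from the data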;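 also: 0% = full FRET control wells and 100% = background wells lacking eIF4GI fragment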
EP2 antag = inhibitors of human EP2 prostaglandin E2 receptor; P43116; C6 glioma cells expressing human EP2, cAMP TR-FRET; cells stimulated with saturating PGE2; inhibition, % at 25 µM; hit rate 0.52% among 260,000;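 active = percent inhibition above 40 after rounding to a whole number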;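 also: rat C6 glioma host cells with rolipram phosphodiesterase inhibitor present; the protocol text gives 20 µM as final concentration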
14-3-3 Bad inh = disrupts binding of bovine 14-3-3 zeta to phospho-Bad peptide; AID 781; TR-FRET 14-3-3zeta/Dy647-pBad peptide displacement, 1 h; hit rate 0.71% among 220,000; inhibition, % at 21.7 µM; P63103;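 active = inhibition above about 70%, limit read from the data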;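 also: 0% = full 14-3-3 plus peptide FRET controls and 100% = background without 14-3-3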
Target sequence (P63103 whole entry, looked up): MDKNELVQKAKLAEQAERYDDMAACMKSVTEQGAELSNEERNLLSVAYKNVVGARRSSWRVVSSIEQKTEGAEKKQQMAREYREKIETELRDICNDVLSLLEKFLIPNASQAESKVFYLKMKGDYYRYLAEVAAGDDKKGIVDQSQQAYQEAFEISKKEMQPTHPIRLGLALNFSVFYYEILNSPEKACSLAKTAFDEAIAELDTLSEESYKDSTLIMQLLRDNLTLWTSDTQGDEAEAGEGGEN
Tb hexokinase = blocks Trypanosoma brucei hexokinase 1 activity; recombinant TbHK1, G6PDH-coupled NADH A340; inhibition, % at 10 µM; hit rate 0.11% among 220,000; AID 1430;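 active = inhibition of 50% or more in the single-dose primary screen; inactive = inhibition below 50%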
Rad51 HR inh = Rad51 (human) homologous recombination inhibition; hRad51 DNA strand exchange, fluorescence dequenching; inhibition, % at 10 µM; hit rate 0.085% among 200,000;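 active = inhibition above 40% at the single screening dose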;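 also: 0% = DMSO control wells and 100% = blanks with heterologous ssDNA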
Target sequence (Q06609 whole entry, looked up): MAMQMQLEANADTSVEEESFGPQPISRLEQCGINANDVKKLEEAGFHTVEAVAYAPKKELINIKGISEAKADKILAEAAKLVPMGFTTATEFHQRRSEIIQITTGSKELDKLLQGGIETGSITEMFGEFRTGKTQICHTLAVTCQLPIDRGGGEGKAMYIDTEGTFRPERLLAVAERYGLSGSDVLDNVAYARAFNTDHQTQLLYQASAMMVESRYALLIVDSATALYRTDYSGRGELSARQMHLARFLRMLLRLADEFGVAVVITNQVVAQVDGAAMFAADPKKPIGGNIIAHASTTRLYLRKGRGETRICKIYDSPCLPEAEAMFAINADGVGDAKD
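Material: hRad51 filaments on single-stranded DNA; Reagent: Donor/quencher-labelled 47-bp dsDNA substrate; Compound: 10 µM final, single point; Schedule: 37 °C 15-min filament assembly, 30-min compound preincubation, 15-min exchange; Technique: FRET fluorescence, excitation 485 nm, emission 520 nm; Benchmarks: control wells and blank wells on each plate.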
EP2 modulator = modulates human prostaglandin E2 receptor EP2 signaling. P43116. hit rate 0.83% among 260,000. induction, % at 25 µM. EP2-expressing cells, cAMP HTRF FRET, PGE2 co-stimulation. AID 940;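 active = compounds whose cAMP rise, as percent of the full-agonist control response, exceeds 60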;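 also: rat C6 glioma line stably carrying human EP2 under a CMV promoter; the protocol text gives 20 µM as final concentration; 100% = response of wells given 1 µM PGE2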
* = called active by the depositor; . = not tested or not shown; & = joins results of further samples; [ ] = another dose, or the depositor's remark. An excerpt. The share of hits here may be higher or lower than overall.

Fields – Tb hexokinase	EP2 modulator	L929 necroptosis	eIF4E-4G inh	Hck Nef HTS	Rad51 HR inh	m-calpain inh	14-3-3 Bad inh	EP2 antag
O=[N+]([O-])c1ccc(-c2csc(Nc3ccccc3)[n+]2Cc2ccccc2)cc1
    3	54	0.7	14	5	-22	7	28[fluorescence artefact?]	2
CCOc1ccc(N(C(=O)c2cc3ccccc3oc2=O)C2C=CS(=O)(=O)C2)cc1 (stereo not given)
    -9	-16	-0.2	-1	-5	8	27	-3	1
O=C1C2C3C=CC(C4CC34)C2C(=O)N1Cc1ccco1 (stereo not given)
    -2	18	-0.4	15	4	-1	3	-12	10
Oc1ccc(Cl)cc1C=Nc1ccc2c3c(cccc13)CC2
    13	-4	1.9	4	9	-15	-429	-6	8
COc1cc(NC(=O)c2cc3nc(C)cc(C)n3n2)c(OC)cc1Cl
    -24	4	1.3	4	1	-6	-250	-6	8
CCc1ccc(OCCCOc2ccc(C=O)cc2)cc1
    16	51	0.0	-3	-10	-3	-58	4	6
CCOc1ccc(C(=O)OCn2nnc3ccccc3c2=O)cc1OC
    -3	-9	1.9	-3	0	3	7	-2	12
c1ccc(CCNc2nc3ccccc3s2)cc1
    0	-18	-0.6	5	0	-1	33	10[fluorescence artefact?]	8
CC(C)C(c1nnnn1C1CCCC1)N1CCOCC1 (stereo not given)
    7	2&20	0.3	-3	7	1	-21	-1	14&11
COc1ccc2oc(=N)c(-c3nnc4n3CCCCC4)cc2c1
    -5	31	0.2	1[fluorescence artefact?]	-12	-3	-181	6[fluorescence artefact?]	9
COc1cc(OC)c2c(N)c(C#N)c(C(F)(F)C(F)(F)F)nc2c1
    -10	9	-0.3	1[fluorescence artefact?]	10	2	-38	-5[fluorescence artefact?]	10
N#Cc1c(N)nc2c(c1-c1ccncc1)CCCCCC2
    -9	.	-1.1	.	2	0	.	.	11
Cc1ccc(S(=O)(=O)N2CCOCC2)cc1C(=O)OCC(=O)N1c2ccccc2NC(=O)C1(C)C
    -7	15	0.8	-9	1	-1	-50	-3[fluorescence artefact?]	11
CC(C)[C@H](NC(=O)c1ccccc1F)C(=O)Nc1nc2c(s1)CCCC2
    2	2	0.7	15	6	-1	6	-5	2
Cc1cc(C)n(-c2c(C)[nH]c3ccccc23)n1
    1	4	-0.3	-1	-4	5	-24	-24	9
CCOCCCNC(=O)c1[nH]c(C)c(C(C)=O)c1C
    -1	1	-0.5	2	-1	3	-28	6	13
Cc1nc2c(cc1C(=O)N/N=C/c1ccc([N+](=O)[O-])cc1)c(=O)n(C)c(=O)n2C
    -1	23	0.5	-1	6	-6	8	4	3
CC(NC(=O)/C=C/c1ccco1)c1nc2ccccc2n1Cc1cccc(Cl)c1 (stereo not given)
    -5	34	0.7	3	0	-4	13	0	11
O=C(CSc1nnc(-c2cccnc2)s1)Nc1ccc(C(=O)O)cc1
    -6	16	1.1	6	0	-9	1	15[fluorescence artefact?]	19
Cc1ccc(-c2nc(N)s[n+]2-c2ccccc2)cc1
    98*	-44	1.3	26[fluorescence artefact?]	101*	7	25	32	7
CCOc1ccc(NC(=O)C(=O)N/N=C\c2ccc(CNS(=O)(=O)c3ccccc3)o2)cc1
    -20	-5	51	3[fluorescence artefact?]	1	-4	-46	32[fluorescence artefact?]	4
COc1ccc(-c2c(C)n([O-])c3c([n+]2=O)CCC3)cc1OC
    -5	22	0.9	-8	7	-1	-13	-6	0
COc1ccc(Nc2cc(=O)n(-c3ccccc3)c3c2c(=O)n(C)c(=O)n3C)cc1
    -2	-2	-0.3	-1	13	-9	2	0	2
CSc1ccccc1Sc1cc(C(=O)O)c2ccccc2n1
    -5	4	0.6	-8	0	-3	-17	17	8
O=C(Nc1ccc(Br)c(Cl)c1)c1ccco1
    10	-32	-0.5	3[fluorescence artefact?]	-12	-4	1	-21[fluorescence artefact?]	12
O=C(Cc1c(Cl)cccc1Cl)OCC(=O)N1CCN(C(=O)c2ccco2)CC1
    -2	6	0.0	-1	-1	10	9	-10	7
O=C(Cn1c2ccccc2c(=O)c2ccccc21)N/N=C/c1cc([N+](=O)[O-])ccc1N1CCCCCC1
    -5	-9	0.6	.	81*	-6	-180	.	3
O=C(N/N=C/c1cccc([N+](=O)[O-])c1)c1cnccn1
    -16	-5	1.0	1	7	11	6	-18	7
COc1ccc2c(c1)C(=NN)c1cc(OC)ccc1-2
    -9	-17	0.6	2[fluorescence artefact?]	3	-2	11	5[fluorescence artefact?]	9
Cc1cc(Cl)ccc1OCC(=O)NCCCCc1ccccc1
    -1	-3	0.6	-1	3	0	13	5	8
COc1ccc(C)cc1-n1c(SCC(=O)Nc2cccc(C(=O)O)c2)nc2ccccc2c1=O
    -14	-13	1.4	-2	-9	-2	-2	5	9
O=c1c2ccccc2n(Cc2ccc(Cl)cc2)c(=O)n1Cc1ccco1
    -1	51	-1.4	-4	0	5	11	-3	4
COc1ccc(Oc2c(C)oc3c(CN4CCOCC4)c(O)ccc3c2=O)cc1
    -22	10	-0.5	-2	1	2	-412	-12	1
O=C(Nc1ccc(F)cc1F)N1CCCCC1c1cccnc1 (stereo not given)
    5	4	-0.3	-2	3	1	-2	2	9
Cc1cc(C)nc(NS(=O)(=O)c2ccc(NC(=S)NC(=O)c3ccco3)cc2)n1
    -14	-62	1.0	-1	8	-6	-5	-8	7
COc1cccc([C@@H]2Oc3ccc(OC)cc3C(=O)[C@H]2OC(=O)Nc2cc(OC)c(OC)c(OC)c2)c1
    -11	6	8.5	1	4	-3	-36	8	14
Cc1ccc(/C(O)=C2\C(=O)C(=O)N(CCN(C)C)C2c2ccccc2F)cc1 (stereo not given)
    -62	0	1.7	-3[fluorescence artefact?]	3	0	8	18[fluorescence artefact?]	5
N#Cc1ccc(CSCC(=O)NN=C2CCCC2)cc1
    19	-1	4.3	-4	18	24	-29	-17	6
CCc1c(O)nc(SCC(=O)N(CC)CC)[nH]c1=O
    4	17	0.2	0	12	-4	27	-1	2
O=C(Nc1ccc(N2CCN(C(=O)c3ccco3)CC2)c(Cl)c1)c1cccs1
    0	-25	2.4	-9	5	2	-3	2	21
CCOc1ccc(NC(=O)CCSc2nc3c(c(CC)c2C#N)C(=O)CC(C)(C)C3)cc1
    -9	42	0.4	0	8	-1	-12	0	16
CC(=O)Nc1c(Nc2ccccc2)c2ccccc2oc1=O
    -17	-39	0.8	-1	21	2	13	-1	-1
CS(=O)(=O)N1CCC(Oc2ccccc2C(=O)N2CCN(CC3CC3)CC2)CC1
    -1	19	-0.3	-3	24	-1	0	-2	4
COc1ccc(C2C(C(=O)Nc3ccc(OC)c(OC)c3)c3ccccc3C(=O)N2C)cc1 (stereo not given)
    -4	-5	0.9	-1	-17	0	-12	-5	9
O=C(COC(=O)CCC(=O)c1cccs1)NCc1ccccc1
    -1	38	3.4	0	22	-15	-59	1	11
Cc1ccc(Nc2ccc(S(=O)(=O)N3CCOCC3)cc2[N+](=O)[O-])cc1C
    1	-6	-0.3	2	2	9	9	-4[fluorescence artefact?]	7
Cc1ccc(Nc2nc(N)nc(CN3CCN(Cc4ccc5c(c4)OCO5)CC3)n2)c(C)c1
    -2	21	0.3	-2[fluorescence artefact?]	3	5	-1	-8	8
CCC1CCCCN1C(=S)Nc1ccc(C(C)=O)cc1 (stereo not given)
    -12	4	-0.4	13	9	4	18	5	7
CCN(CC)S(=O)(=O)c1ccc(Cl)c(NC(=O)COc2ccc(OC)cc2[N+](=O)[O-])c1
    -4	37	0.0	-3[fluorescence artefact?]	-39	.	10	11[fluorescence artefact?]	11
CCOc1ccc(S(=O)(=O)N2CCN(c3ccccc3F)CC2)c2cccnc12
    -7	-53	.	6	-4	.	-3	7[fluorescence artefact?]	11

Carrying on.
Fields – Tb hexokinase	EP2 modulator	L929 necroptosis	eIF4E-4G inh	Hck Nef HTS	Rad51 HR inh	m-calpain inh	14-3-3 Bad inh	EP2 antag
CCN(CC)c1nc(C)c2c(c1C#N)CC(C)(C)OC2
    -8	40	1.2	-6	4	7	-159	0	3
Cc1ccc(S(=O)(=O)N2CCCCC2)cc1NC(=O)c1ccccn1
    -1	7	-0.4	-6	24	.	-7	4	6
O=C(c1cccc(NS(=O)(=O)c2cccc(F)c2)c1)N1CCN(c2ccccc2)CC1
    0	21	0.5	12	4	-2	0	-13	5
CCOCCCNC(=O)C(c1ccccc1)N(Cc1cccs1)C(=O)CNC(=O)c1ccccc1 (stereo not given)
    1	5	.	-1	3	.	8	-2	0
COc1ccc2c(c1)C(c1ccccc1)=NNC(c1ccco1)=N2
    -8	28&7	0.6	4	1	-3	27	40	5&7
O=C(CSc1nnc2sc3ccccc3n12)N1CCN(c2ccccc2)CC1
    1	6	-0.6	-8	4	4	-5	-2[fluorescence artefact?]	6
Cc1ccc(CN(C)CCc2ccccn2)cc1
    6	24	0.1	0	0	0	20	45	6
COc1ccccc1OCc1ccc(C(=O)N/N=C/c2ccco2)cc1
    -17	-35	0.9	2	8	-40	6	10	11
O=C(NC(Cc1c[nH]c2ccccc12)C(=O)O)c1cccs1 (stereo not given)
    2	33	4.5	4	24	8	-25	-20	0
O=C(O)CSC(NC(=O)c1cccnc1)(C(F)(F)F)C(F)(F)F
    10	13	0.0	-4[fluorescence artefact?]	1	-2	-9	7[fluorescence artefact?]	13

Of the compounds above, two contain a CF3 group.
Fields – Tb hexokinase	EP2 modulator	L929 necroptosis	eIF4E-4G inh	Hck Nef HTS	Rad51 HR inh	m-calpain inh	14-3-3 Bad inh	EP2 antag
COc1cc(OC)c2c(N)c(C#N)c(C(F)(F)C(F)(F)F)nc2c1
    -10	9	-0.3	1[fluorescence artefact?]	10	2	-38	-5[fluorescence artefact?]	10
O=C(O)CSC(NC(=O)c1cccnc1)(C(F)(F)F)C(F)(F)F
    10	13	0.0	-4[fluorescence artefact?]	1	-2	-9	7[fluorescence artefact?]	13

More entries follow.
Fields – Tb hexokinase	EP2 modulator	L929 necroptosis	eIF4E-4G inh	Hck Nef HTS	Rad51 HR inh	m-calpain inh	14-3-3 Bad inh	EP2 antag
C/C=C\C(=O)Nc1cccc(C2=NOC3(C2)C[C@@H](C(N)=O)N(C(=O)CCCCC)C3)c1 (stereo not given in full)
    -19	-10	-0.1	1	30	0	-4	-2	5
CCCNC(=O)OC[C@H]1O[C@H](CCO/N=C/[C@@H](OC)[C@H](C)/C=C/CC(=O)OC)C=C[C@@H]1Oc1ccc(OC)cc1
    1	22	1.8	6	-5	.	10	-2	.
O=C(Cc1c(C(=O)O)[nH]c2ccccc12)NCCN1CCN(c2ccccc2F)CC1
    -9	17	1.5	-1	-1	-1	3	5	5
CCOc1cc(CNCc2ccncc2)cc(Br)c1OCc1ccccc1F
    0	-16	-0.1	1	0	1	-34	51	14
Cc1ccc(OCC(=O)NC(=S)Nc2cccc(NC(=O)c3ccc(Cl)cc3Cl)c2)cc1
    -1	2	2.5	-3[fluorescence artefact?]	0	0	-5	-2	8
Nc1nnc(CC(=O)N/N=C/c2ccccc2OCc2ccc(F)cc2)s1
    -10	-13	0.1	-1	34	.	-15	-3	5
Cc1cc(C)n(C(=O)CNc2cccc(Cl)c2C)n1
    3	20	0.4	-1	-1	7	13	-13	10
NNC(=O)CCS(=O)(=O)c1ccc2ccccc2c1
    2	21	0.2	6	8	1	13	3	15
COc1ccc(-c2nc(C#N)c(N3CCN(c4ccccc4)CC3)o2)cc1
    -6	-47	0.5	3	17	-3	17	3	8
O=C1CCCC/C1=C/Nc1cccc(C(F)(F)F)c1
    -16	-12	1.2	1	5	2	10	93*	5
N#Cc1c2c(c(NCc3cccnc3)n3c1nc1ccccc13)CCC2
    -9	-28	0.9	-1	18	-6	-112	4	3
COc1ccccc1NC(=O)Nc1nn(C)c2cccc(N(C)C)c12
    -10	0	3.4	1	20	4	-34	-9	7
